APP 5'UTR act = APP 5'UTR luciferase reporter activation; SH-SY5Y APP 5'UTR luciferase reporter, luminescence; zero percent = DMSO vehicle wells; activation, % at 2 µM; 190,000 tested, 1% active; AID 1276;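 active = activation above a set limit, based on mean plus 3 SD of controls, cut at about 140% in these data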; also: values of inactives mirror those of a sister screen read the other way
FLuc inh counter = counter-screen for luciferase assay inhibitors: firefly luciferase inhibition; P08659; ATPLite firefly luciferase biochemical luminescence, 10 min; inhibition, % at 10 µM; 200,000 tested, 1.5% active; AID 1006;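 active = inhibition above about 50% when tested at 10 µM, limit read from the data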
Target sequence (P08659 whole entry, looked up): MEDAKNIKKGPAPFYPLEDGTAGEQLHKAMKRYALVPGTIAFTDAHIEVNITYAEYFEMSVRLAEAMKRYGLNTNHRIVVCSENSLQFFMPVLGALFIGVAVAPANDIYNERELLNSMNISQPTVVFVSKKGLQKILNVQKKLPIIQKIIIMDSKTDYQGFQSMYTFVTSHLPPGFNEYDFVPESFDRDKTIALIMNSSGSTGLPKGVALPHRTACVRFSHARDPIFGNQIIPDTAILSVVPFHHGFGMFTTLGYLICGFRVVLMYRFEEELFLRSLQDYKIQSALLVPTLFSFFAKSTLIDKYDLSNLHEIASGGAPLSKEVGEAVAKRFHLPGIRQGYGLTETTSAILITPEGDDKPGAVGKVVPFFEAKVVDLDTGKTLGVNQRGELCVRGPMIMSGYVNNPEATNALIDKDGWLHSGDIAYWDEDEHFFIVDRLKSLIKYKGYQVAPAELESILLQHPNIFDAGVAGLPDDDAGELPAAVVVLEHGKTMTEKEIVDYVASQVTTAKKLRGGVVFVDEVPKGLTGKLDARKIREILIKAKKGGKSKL
NF-kB expr up = raises NF-kB expression in human neuronal cells | fold change at 12.5 µM | 190,000 tested, 1.6% active | AID 1239 | NF-kB reporter expression; hits give high values; in the data active = fold change above about 3.3
STAT1 blocker = reduces IFN-gamma driven STAT1 reporter signal | NIH 3T3 STAT1-luciferase reporter, luminescence | inhibition, % at 5.5 µM | 200,000 tested, 0.35% active;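 active = inhibition above a set limit, the mean inhibition across all tested compounds plus 3 SD, cut at about 34% in these data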;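 also: 0% = IFN-gamma with DMSO and 100% = IFN-gamma with 300 µM nifuroxazide; values of inactives mirror those of a sister screen read the other way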
ROMK mod = modulators of human ROMK potassium channel. Tet-inducible ROMK, thallium flux fluorescence; actives lie on both sides. B-score at 10 µM. 130,000 tested, 2% active. AID 1918;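 active = signal ratio slope over the read window, or its plate-corrected B-score, at least 3 SD from the plate mean, either direction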;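 also: B-score of the F/F0 ratio slope over 7 to 12 s after thallium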
Target sequence (P48048 whole entry, looked up): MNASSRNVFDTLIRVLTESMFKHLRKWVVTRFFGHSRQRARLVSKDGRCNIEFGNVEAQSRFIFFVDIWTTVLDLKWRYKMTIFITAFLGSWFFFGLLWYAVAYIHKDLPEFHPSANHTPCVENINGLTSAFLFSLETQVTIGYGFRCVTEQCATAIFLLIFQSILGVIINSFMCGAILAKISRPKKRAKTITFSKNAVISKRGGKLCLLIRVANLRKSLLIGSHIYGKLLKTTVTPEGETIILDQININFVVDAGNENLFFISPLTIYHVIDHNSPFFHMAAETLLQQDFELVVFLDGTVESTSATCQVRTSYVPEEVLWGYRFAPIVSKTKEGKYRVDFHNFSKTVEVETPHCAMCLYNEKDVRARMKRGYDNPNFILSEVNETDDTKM
APP transl inh = APP translation inhibition; 190,000 tested, 0.82% active; AID 1285; SH-SY5Y APP 5'UTR-luciferase reporter, luminescence; inhibition, % at 2 µM;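 active = inhibition above a set limit, derived from the sample mean plus 3 SD, cut at about 45% in these data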; also: values of inactives mirror those of a sister screen read the other way
STAT3 blocker = STAT3 signaling inhibition. U3A cells, IL-6 STAT3-luciferase reporter, luminescence; host cell line lacks STAT1. inhibition, % at 5.5 µM. 190,000 tested, 0.89% active. AID 862;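 active = inhibition above the mean inhibition across all screened compounds plus 3 SD, cut at about 44% in these data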;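 also: 0% = DMSO only wells and 100% = 100 µM nifuroxazide control wells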
STAT1 activator = increases IFN-gamma driven STAT1 reporter signal; NIH 3T3 STAT1-luciferase reporter, luminescence; 100% = IFN-gamma alone, no compound; activation (% of control), % at 5.5 µM; 200,000 tested, 2.6% active; AID 932;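 active = activation above the screen-wide mean activation plus 3 SD, cut at about 130% in these data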;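 also: raw ratio to IFN-gamma control signal so 100% means no change and 0% no light; values of inactives mirror those of a sister screen read the other way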
FLuc stim CS = affects firefly luciferase, flagging false hits in luciferase stimulation screens. P08659. ATPlite luciferase biochemical, luminescence, 10 min; 0 = ATP-free wells, 1 = DMSO control. activation factor at 10 µM. 200,000 tested, under 10 active. AID 1027;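 active = luciferase activation factor, scaled between plate controls, of at least 2 with compound at 10 µM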
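Material: Luciferase/luciferin reagent mix | Doses: Test compounds dosed from 2 mM stocks in 100% DMSO | Timing: 10 min incubation after luciferase reagent addition, room temperature | Measured by: Luminescence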
STAT3 act = activators of IL-6 induced STAT3 signaling. activation (% of control), % at 5.6 µM. U3A cells, IL-6 STAT3-luciferase reporter, luminescence; 100% = signal with IL-6 EC80 alone. 190,000 tested, 0.91% active;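 active = activation above the screen-wide mean of compound activation plus 3 SD, cut at about 130% in these data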;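 also: 0% = background luminescence of wells with medium and substrate only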
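Material: human U3A cells carrying STAT3-luciferase construct. Measured by: reporter luminescence signal. Timing: compound 1 h, then IL-6 6 h at 37 °C.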
The depositor's hits bear a star; / = not tested or not shown. Rows were taken by chance. About 7.1% of those tested had a hit in this group.

Each structure is followed by: APP 5'UTR act	FLuc inh counter	NF-kB expr up	STAT1 blocker	ROMK mod	APP transl inh	STAT3 blocker	STAT1 activator	FLuc stim CS	STAT3 act
Cc1ccc(S(=O)(=O)N2CCCC(C(=O)NCc3cccnc3)C2)cc1Cl (stereo unspecified)
 : 13	-7	1.1	6	/	-13	14	95	1.1	96
O=C(NCc1ccco1)C(=O)NCC1OCCCN1S(=O)(=O)c1ccc(Cl)cc1 (stereo unspecified)
 : -9	-4	0.97	-2	0.22	9	-3	102	1	103
Cc1ccc2c(c1)C(O)(CC(=O)c1cccc(-n3cccc3)c1)C(=O)N2 (stereo unspecified)
 : 5	-6	1.1	-3	0.0084	-5	-3	102	1.1	104
CC1CCCCC1NC(=O)CSc1ccsc1[N+](=O)[O-] (stereo unspecified)
 : 4	-3	1.1	-4	/	-4	3	102	1	104
CC1Cc2ccccc2N1C(=O)COc1cccc(-n2cnnn2)c1 (stereo unspecified)
 : -7	-9	0.66	-1	/	7	13	101	1.1	92
Cc1ccc(CNS(=O)(=O)NCc2ccccc2F)cc1
 : -10	-6	1.1	-7	/	10	-4	106	1.1	107
COC(=O)CSc1nnnn1-c1cccc2ccccc12
 : 18	-5	1	-2	-0.58	-18	2	102	1.1	101
CC12CC3(C)CC(C)(C1)CC(C(=O)NCC(=O)O)(C2)C3
 : 15	-8	0.91	1	0.53	-15	7	98	1.1	101
CCCN1CCC(NC(=O)CCc2nnc(Cc3cc(OC)ccc3OC)o2)CC1
 : 13	-8	1.2	-9	-0.18	-13	-12	107	1.1	113
CCc1ccccc1Nc1nc(N)nc(COC(=O)c2cccn2C)n1
 : 12	-8	1.6	-9	0.0079	-12	-44	108	1.1	147*
CN(C)c1nc(NC(C)(C)C)nc(SCC(=O)Nc2ccccc2)n1
 : -4	-8	1.1	17	0.57	4	3	84	1.1	99
CNC(=O)COC(=O)/C=C/c1cn(-c2ccccc2)nc1-c1ccc2c(c1)OCCO2
 : -5	4	0.98	4	-0.35	5	5	95	1	99
O=C(COC(=O)CC1c2ccccc2CCN1S(=O)(=O)c1ccc(F)cc1)Nc1ccccc1 (stereo unspecified)
 : -1	-7	0.9	-3	-1.2	1	2	102	1.1	100
CCC(=O)Nc1cccc2ccccc12
 : 24	-4	0.96	10	/	-24	2	89	1	101
O=C(C[n+]1ccc(C(=O)N/N=C/c2ccc(Br)cc2)cc1)c1ccccc1
 : /	3	0.98	-1	0.5	/	-2	99	1	102
COC(=O)C1=C(NC(=O)c2ccc(C)cc2)CCS1
 : -5	-8	1.4	3	/	5	-16	97	1.1	119
Cc1ccccc1/C=c1\s/c(=C\C(=O)C(C)(C)C)[nH]c1=O
 : -10	0	1.1	6	2.5	10	11	91	1	92
CCN1CCN(c2nc(C)nc3c2sc(=S)n3C)CC1
 : 21	-6	1.4	-18	/	-21	18	116	1.1	89
O=C(NCc1ccccn1)NC12CC3CC(CC(C3)C1)C2
 : 17	-2	1.1	1	/	-17	-4	99	1	105
O=C(Nc1ccc2c(c1)OCO2)C1CC(=O)N(c2ccc3c(c2)OCCO3)C1 (stereo unspecified)
 : -5	-4	1.3	-13	0.89	5	3	111	1	99
COC(=O)COc1ccc(S(=O)(=O)Nc2ccc(C(N)=O)cc2)cc1C
 : -18	-4	0.88	13	/	18	2	90	1	99
Cc1nnc2n(c1=O)C(CS(=O)(=O)c1ccccc1)CS2 (stereo unspecified)
 : -6	-8	0.79	1	/	6	9	99	1.1	97
CC(NC(=O)CCCN1C(=O)c2ccccc2C1=O)c1ccc2c(c1)CCCC2 (stereo unspecified)
 : -1	-4	0.89	2	0.54	2	-5	98	1	103
COc1cccc(/C=N/Nc2nc3ccccc3n3cnnc23)c1
 : -13	-9	0.38	-4	/	13	2	104	1.1	98
Cc1ccc(C(=O)NC(=S)Nc2ccc(S(=O)(=O)N3CCN(C)CC3)cc2)cc1
 : 17	-8	0.79	5	0.11	-17	21	96	1.1	89
CC(C)COc1nc2ccccc2nc1C(C#N)C(=O)NC1CCCCC1 (stereo unspecified)
 : 6	0	1	3	-0.91	-6	4	95	1	97
CCCCc1c(O)c2ccccc2n(CCCC)c1=O
 : 13	-3	1.2	1	0.51	-13	-5	99	1	103
O=C(CSc1nc2ccccc2n1CC(=O)N1CCCC1)Nc1nccs1
 : 15	-9	1.2	3	0.5	-15	4	97	1.1	99
C/C(=N\NC(=S)NC1CCCCC1)c1c(F)cccc1F
 : 8	2	1	-7	/	-8	12	105	1	92
C/C(=N/NS(C)(=O)=O)c1ccc2ccccc2c1
 : 15	12	1.1	-1	/	-15	-6	101	0.9	106
CCOc1ccc(NC(=S)NCCCN2CCN(c3ccc(OC)cc3)CC2)cc1
 : -14	-2	1.2	5	-0.69	14	16	95	1	88
O=C(/C=C/c1cccc([N+](=O)[O-])c1)NC(=S)Nc1ccccc1C(=O)O
 : 7	-5	0.95	12	-1.8	-7	8	88	1.1	95
Cc1cc(S(=O)(=O)NCc2cccs2)ccc1-n1cnnn1
 : -3	-6	1.1	9	0.03	3	2	92	1.1	98
CCOC(=O)c1c(-c2ccc(C)cc2)csc1NC(=O)CCN1CC(C)OC(C)C1 (stereo unspecified)
 : -10	1	1.4	11	/	10	15	90	1	86
CSc1nc2nccc(-c3ccc(Oc4ccccc4)cc3)n2n1
 : -28	-3	1.1	-6	1.2	28	23	102	1	81
COc1cccc(-n2c(CN3CCN(c4ccccn4)CC3)nc3ccc([N+](=O)[O-])cc3c2=O)c1
 : 20	-4	0.8	-3	0.57	-20	5	103	1	96
Cc1ccc(C)c2[nH]c(=O)c(C(c3nnnn3CCc3ccccc3)N3CCOCC3)cc12 (stereo unspecified)
 : 6	-4	1.1	0	-0.15	-6	5	100	1	98
O=C1CCCC2=C1C(c1ccc(O)c(O)c1)Nc1ccc3ncccc3c12 (stereo unspecified)
 : 31	-6	1.7	-8	-0.96	-31	3	106	1.1	98
O=C(c1ccco1)N1CCN(C(=O)c2cnn3c(C(F)(F)F)cc(-c4cccs4)nc23)CC1
 : 12	0	0.65	9	1.5	-12	9	92	1	96
O=C(CCN1c2ccccc2Sc2ccccc21)Nc1ccccc1
 : -18	-1	0.8	-3	-0.29	18	4	105	1	97
COc1ccc(NC(=O)c2cc(C)cc(C)c2)cc1[N+](=O)[O-]
 : 15	-4	/	28	/	-15	7	73	1	99
CCc1ccc(NC(=O)c2cccnc2)cc1
 : 37	5	2.2	-23	/	-37	8	121	0.9	96
CCOc1cc(CNn2cnnc2SCC(=O)NC(C)(C)C)ccc1OCC(=O)NC(C)(C)C
 : -6	-2	0.79	8	0.32	6	20	92	1	88
CCOc1ccc(NC(=O)c2ccco2)c([N+](=O)[O-])c1
 : 99	30	6*	-72	-0.0049	-99	2	164*	0.7	99
CN(C)S(=O)(=O)c1cc(NC(=O)COC(=O)Cc2ccc(Br)cc2)ccc1Cl
 : 4	-10	1.1	-8	0.43	-4	20	108	1.1	89
CCc1ccc2c(c1)C1(SC(NC(C)=O)=NN1C(C)=O)C(=O)N2CC (stereo unspecified)
 : 2	-2	1.1	2	0.42	-2	12	97	1	92
COc1ccc2c(c1OC)C(=O)N1N=C(c3ccc(F)cc3)CC21 (stereo unspecified)
 : -12	5	1.1	-5	0.14	12	22	103	0.9	84
COc1cc(/C=C(\NC(C)=O)C(=O)NC(C)(C)C)ccc1OC(C)=O
 : 20	-4	0.97	-9	0.034	-20	-8	108	1	105
O=C(NCCN1CCN(c2ccccc2)CC1)C1CCN(S(=O)(=O)c2cccc3nonc23)CC1
 : -5	-1	1	3	/	5	6	97	1	99
CCOC(=O)N/N=C/C=C/c1ccccc1
 : 46	7	1.1	-30	0.01	-46	-3	126	0.9	103

A stretch of the results above:
Each structure is followed by: APP 5'UTR act	FLuc inh counter	NF-kB expr up	STAT1 blocker	ROMK mod	APP transl inh	STAT3 blocker	STAT1 activator	FLuc stim CS	STAT3 act
COc1ccc2c(c1OC)C(=O)N1N=C(c3ccc(F)cc3)CC21 (stereo unspecified)
 : -12	5	1.1	-5	0.14	12	22	103	0.9	84
COc1cc(/C=C(\NC(C)=O)C(=O)NC(C)(C)C)ccc1OC(C)=O
 : 20	-4	0.97	-9	0.034	-20	-8	108	1	105

Further compounds.
Each structure is followed by: APP 5'UTR act	FLuc inh counter	NF-kB expr up	STAT1 blocker	ROMK mod	APP transl inh	STAT3 blocker	STAT1 activator	FLuc stim CS	STAT3 act
COc1ccc(C(=O)n2nc(-c3ccco3)nc2SC)cc1OC
 : 6	-1	1.2	-4	0.8	-6	6	104	1	98
CCCC/C(O)=C1\C(=O)CC(C)(C)CC1=Nc1ccccc1OC
 : 8	-9	0.89	3	/	-8	5	97	1.1	99
CCCSc1nc(O)c(C2OC(=O)c3c2ccc(OC)c3OC)c(=O)n1-c1ccccc1 (stereo unspecified)
 : -4	-3	1.2	2	0.74	4	-11	98	1	106
COc1ccc(NC(=S)NCc2ccco2)c(OC)c1
 : -8	0	1.2	4	0.027	8	4	99	1	96
O=C(NCCc1ccc(Cl)cc1)c1n[nH]c2ccccc12
 : 17	10	1.2	-18	-0.94	-17	21	116	0.9	89
O=C(NCc1ccncc1)c1ccc(Cl)c(S(=O)(=O)N2CCCCC2)c1
 : -7	-6	1.4	6	-0.092	7	22	93	1.1	86
CC1=[N+](C)c2c(ccc3cccnc23)C1(C)C
 : -20	4	0.6	30	0.35	20	42	71	1	67
CCCCn1c(C(C)NC(=O)CCC)nc2ccccc21 (stereo unspecified)
 : 5	-6	1.3	-4	/	-5	6	104	1.1	99
Cc1cc(C)nc(SCc2cc(=O)c(OC(=O)c3cccc([N+](=O)[O-])c3)co2)n1
 : -4	-9	1.2	0	-1.4	4	4	100	1.1	100
